Assay outcomes (PubChem BioAssay)
Gal4-VP16 FLuc: Gal4-VP16 reporter inhibition counter-screen; Potency, µM (highest dose often 53.6 µM), without a hit: top-dose activity, negative = inhibition, usual class: inhibitors; 310,000 tested, 3.5% active; Drosophila S2 Gal4-VP16 UAS-luciferase, luminescence, 20 h; AID 2546;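 further: Gal4-VP16 expression switched on by copper sulfate through the metallothionein promoter; on the % scale 0 is the no-effect control and ±100 the full control effect; nearly all actives have a fitted effect of over 50% in size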
RORg inh: inhibitors of mouse ROR gamma transcriptional activity | P51450 | Drosophila S2 Gal4-RORgamma UAS-luciferase reporter, 20 h | Potency, µM (doses to about 53.6 µM), for inactives: top-dose activity change, negative = inhibition, usual class: inhibitors | 310,000 tested, 5.4% active | AID 2551; further: on the % scale 0 is the no-effect control and ±100 the full control effect; nearly all actives have a fitted effect of over 60% in size
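Stably transfected Drosophila Schneider cells are the test system, with ROR gamma fused to Gal4 and luciferase under UAS control; luminescence is read after 20 hr of 700 uM copper sulfate induction at ambient temperature.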
p53 reactivation: restores transcriptional activity of mutant p53; H1299 p53-A138V BP100-luciferase reporter, luminescence, 24 h; Potency, µM (doses to about 92.2 µM), for the others: at the highest dose activity change, positive = activation, hits mostly activators; 320,000 tested, 0.063% active; further: % of control where 0% means no effect; nearly all actives have a fitted effect of over 45% in size
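H1299 (p53-null), stable ts p53-A138V + BP100-Luc; 1000 cells/well, Opti-MEM/10% FBS; cpd 4 pt, 1:5; 24 h, 37 deg C, 5% CO2; detection reagent 10 min RT; luminescence.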
ELG1 genotoxic: induces genotoxicity in HEK293T cells with luciferase-tagged ELG1 | HEK293T ELG1-luciferase reporter, luminescence, 16 h | Potency, µM (top dose mostly 46 µM), without a hit: at the highest dose activity change, positive = activation, usual class: activators | 330,000 tested, 1.3% active; further: % of control where 0% means no effect; nearly all actives have a fitted effect of over 60% in size
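Genotoxic stress is detected as increased luminescence from luciferase-tagged ELG1 in HEK293T cells, measured with ONE-Glo after a 16 hr treatment at 37 °C.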
uPA surface inh: inhibitors of cell surface uPA generation | AID 540303 | cell surface uPA generation assay, qHTS | 330,000 tested, 0.31% active | Potency, µM (top dose mostly 38.3 µM), for the others: top-dose activity change, negative = inhibition, most hits filed as inhibitors; active means well fitted inhibition curve with a large enough effect; inconclusive means small, poorly fitted or top-dose-only effect; inactive means no such curve, though single readings can be large or run the other way; tested in mouse RAW 264.7 cells; further: on the % scale 0 is the no-effect control and ±100 the full control effect; nearly all actives have a fitted effect of over 55% in size
BRCA1 expr act: activators of BRCA1 expression | MCF7-BRCA1-FFLuc reporter, luminescence, 48 h; response scale: scaled: vehicle 0%, 10 µM genistein 100% | Potency, µM (titrated, usually from 46.1 µM), for the others: top-dose activation, most hits filed as activators | 380,000 tested, 1.1% active; further: nearly all actives have a fitted effect of over 80% in size; some results filed as inactive show a strong effect at the top dose
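MCF7-BRCA1-FFLuc, 2000 cells/well; 2 h attach, 37 °C/5% CO2; compound 48 h; luciferase substrate 15 min; luminescence end-point. Norm. to genistein 10 microM max activation and DMSO; concentration-response curves fitted.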
MBNL1-CUG inh: blocks human MBNL1 binding to CUG repeat RNA; TR-FRET MBNL1-His/biotin-(CUG)12 binding, 665/545 ratio; Potency, µM (series often up to 57.5 µM), for the others: top-dose activity change, negative = inhibition, hits mostly inhibitors; 280,000 tested, 0.036% active; active means well fitted inhibition curve with a large enough effect in the signal ratio, with a control signal flat, not every such curve was filed as active; inconclusive means small, poorly fitted or top-dose-only effect, or effect the other way, or a change in a side signal; inactive means no such curve, though single readings can be large or run the other way; the % refers to the signal ratio; further: on the % scale 0 is the no-effect control and ±100 the full control effect
Target sequence (Q9NR56 whole entry, looked up): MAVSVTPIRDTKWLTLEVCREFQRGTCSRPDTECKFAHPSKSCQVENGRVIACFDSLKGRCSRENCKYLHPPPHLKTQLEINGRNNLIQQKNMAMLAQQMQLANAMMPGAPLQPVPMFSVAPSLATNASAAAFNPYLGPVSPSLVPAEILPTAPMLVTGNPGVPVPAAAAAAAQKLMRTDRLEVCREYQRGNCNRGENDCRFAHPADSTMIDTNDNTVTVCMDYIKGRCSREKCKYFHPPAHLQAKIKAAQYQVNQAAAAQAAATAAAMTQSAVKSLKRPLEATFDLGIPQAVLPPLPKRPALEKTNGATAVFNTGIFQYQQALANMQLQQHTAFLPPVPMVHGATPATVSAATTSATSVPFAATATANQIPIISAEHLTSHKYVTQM
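TR-FRET readout: Ex 340 nm, 665/545 nm emission ratio, normalized to buffer-only (basal) and MBNL1-(CUG)12 controls. Complex of MBNL1-His with Biotin-(CUG)12, compounds 92 nM–58 uM, incubated 60 min at room temperature.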
Rab9 promoter act: activates the Rab9 promoter; Huh7 Rab9 promoter-luciferase reporter, luminescence, 24 h; Potency, µM (doses to about 9.22 µM), for the others: top-dose activation, negative = inhibition, actives largely listed as activators; 320,000 tested, 2.8% active; AID 485297; further: % of control where 0% means no effect; nearly all actives have a fitted effect of over 60% in size
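Stable Rab9-luc Huh7, 1500 cells/well, 2 h settle; cmpd in DMSO, 24 h, 37 °C/5% CO2; luciferase reagent 10 min RT; luminescence.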
NPC1 promoter act: activates the NPC1 promoter. Huh7 NPC1 promoter luciferase reporter, 24 h. Potency, µM (series often up to 9.22 µM), inactives show at the top dose activation, hits mostly activators. 320,000 tested, 2.4% active;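 further: % of control where 0% means no effect; nearly all actives have a fitted effect of over 60% in size; reporter is driven by a mutant NPC1 promoter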
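Luminescence from an NPC1 promoter-driven luciferase reporter in stably transfected Huh7 cells was measured after 24 h compound treatment at 37 °C, followed by 10 min ambient incubation with luciferase detection reagent.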
FLuc modulator: firefly luciferase modulation, counter-screen for miR-21 project; purified FLuc, Km substrates, luminescence inhibition; Potency, µM (doses to about 57.5 µM), inactives show at the highest dose activity change, negative = inhibition, hits mostly inhibitors; 360,000 tested, 6.9% active;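 further: plate controls were vehicle for no effect and reference inhibitor for full effect; nearly all actives have a fitted effect of over 55% in size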
Target sequence (P08659 whole entry, looked up): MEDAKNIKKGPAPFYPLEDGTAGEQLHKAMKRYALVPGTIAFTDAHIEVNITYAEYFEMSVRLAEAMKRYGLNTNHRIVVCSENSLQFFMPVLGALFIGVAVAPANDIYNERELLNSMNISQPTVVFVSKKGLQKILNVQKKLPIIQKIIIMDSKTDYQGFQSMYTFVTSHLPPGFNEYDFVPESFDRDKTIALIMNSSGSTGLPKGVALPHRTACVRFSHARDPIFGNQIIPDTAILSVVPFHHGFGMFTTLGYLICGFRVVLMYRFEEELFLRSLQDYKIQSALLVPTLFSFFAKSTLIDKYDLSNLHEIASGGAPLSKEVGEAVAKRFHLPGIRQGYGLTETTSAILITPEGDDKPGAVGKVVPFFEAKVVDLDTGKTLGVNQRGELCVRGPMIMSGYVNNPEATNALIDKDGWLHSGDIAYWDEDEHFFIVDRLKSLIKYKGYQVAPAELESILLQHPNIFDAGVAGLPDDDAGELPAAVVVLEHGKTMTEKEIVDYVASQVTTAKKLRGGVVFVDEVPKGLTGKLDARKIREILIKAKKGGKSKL
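Purified P. pyralis luciferase, 10 nM final, with Km-level 10 uM D-luciferin and 10 uM ATP in 50 mM Tris acetate pH 7.5, 10 mM Mg acetate, 0.01% Tween-20, 0.05% BSA; 6-point qHTS titration about 60 µM downward; luminescence read.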
The depositor's hits bear a star; ? = inconclusive; · = not tested or not shown; & = joins results of further samples; [ ] = remark or other dose. Unless noted, the call rests on the fitted dose curve; in most records, active means well fitted curve in the direction sought with a large enough effect; inconclusive means small, poorly fitted or top-dose-only effect, or another doubt; inactive means no such curve, though single readings can be large; an effect the other way counts as inactive or inconclusive. Potency means the concentration at half of the fitted maximal effect.

SMILES	Gal4-VP16 FLuc	RORg inh	p53 reactivation	ELG1 genotoxic	uPA surface inh	BRCA1 expr act	MBNL1-CUG inh	Rab9 promoter act	NPC1 promoter act	FLuc modulator
O=C(Nc1ccccc1)NC1(C(=O)N2CCC(O)CC2)CCCCC1	3%	-9%	4%	0%	5%	14%	7%	-5%	-3%	1%
CCOCC(=O)Nc1c(C(=O)N2CCN(c3ncccn3)CC2)oc2ccccc12	-1%	35%	3%	2%[9.26 µM]	2%	8%	9%	-3%	-4%	0%
CCOC(=O)N1CCC(N(CCOC)C(=S)Nc2cccc(SC)c2)CC1	4%[10 µM]	20µM*	5%	-5%	1%	-16%	3%	-7%	-6%	-5%
NC(=O)CSc1nc2c(sc(=S)n2-c2ccccc2)c(=O)[nH]1	8%	11%	-1%	-1%	6%	0%	-1%	-1%	-2%	2%
CCN(CC)S(=O)(=O)c1ccc(NC(=O)c2ccc(Cl)nc2)cc1	-12%	20%	-3%	-8%	-5%	0%	-2%	-3%	-4%	-2%
Cc1cc(C)n(-c2nc(NCCC(C)C)c3c4c(sc3n2)COC(C)(C)C4)n1	-12%	0.63µM*	1%	-18%	2%	-6%	23%	-3%	-3%	-11%
O=c1c2c3c(sc2nc2n1CCCCC2)C(O)CCC3 (stereo not drawn)	-6%	44%	8%	?	-4%	?	10%	2.8µM*	?	?
O=C(Cn1c(C(F)(F)F)nc2ccccc21)Nc1ccccc1N1CCOCC1	9%	18%	-1%	-2%	11%	-16%	11%	-5%	0%	6%
CCOc1ccc2nc(NCCCNS(=O)(=O)c3ccccc3)c(C#N)cc2c1	6%	-26%	0%	-15%	1%	-31%	16%	-4%	4%	-15%
NC(=O)NC(CC(=O)NCCc1ccccn1)c1ccccc1Cl (stereo not drawn)	-1%	3%	-1%	-2%	0%	-24%	-6%	-5%	-2%	1%
CCC(Oc1ccc(C)cc1)C(=O)Nc1ccccc1C(=O)N1CCOCC1 (stereo not drawn)	-2%	-2%	-3%	-14%	0%	-1%	3%	0%	1%	1%
Cn1c(=O)[nH]c(=O)c2c1nc(SCC(O)CO)n2CCCc1ccccc1 (stereo not drawn)	5%	34%	5%	18%	14%	3%	-22%	1%	2%	1%
C/C(CC(=O)Nc1ccccn1)=N\NC(=O)c1cnccn1	-7%	-26%	11%	3%	-4%	-6%	-1%	0%	-4%	-2%
O=C(CN1CCCCC1)Nc1cc(S(=O)(=O)N2CCOCC2)ccc1N1CCCC1	·	·	-3%	-1%	2%	-10%	·	1%	1%	-1%
COc1ccc(SCCN2CC[C@@H](C)CCC2=O)cc1	·	·	?	7%	-8%	71%	·	18%	15%	?
O=C1CC(c2ccccc2)CC(O)=C1C=Nc1cccc(Cl)c1 (stereo not drawn)	8%	27%	0%	1%	-6%	-4%	·	-6%	-6%	7.6µM*
Cc1ccccc1CN(c1ccc(C(=O)NCC2CCCO2)cc1)S(C)(=O)=O (stereo not drawn)	1%	4%	-8%	-4%	3%	-1%	-4%	-2%	-3%	0%
CCOc1ccc(NC(=O)CSc2nnc(C3CC3)n2C)cc1	-1%	8%	-1%	-3%	3%	-10%	-3%	-5%	-1%	-11%
CC1CCCCN1C(=O)CSc1nnc2c(n1)[nH]c1ccccc12 (stereo not drawn)	-3%	1%	-2%	-39%[inhibitor]	-2%	0%	?	10%	1%	-3%
Cc1cc(OCC(=O)Nc2ccc(N3CCN(C(=O)c4ccco4)CC3)cc2)cc(C)c1Cl	-21%	-28%	-1%	1%	1%	-45%	-5%	-15%	-4%	-1%
COc1ccc(CCN(C(=O)COc2ccccc2)c2nc(-c3ccccc3)cs2)cc1OC	7%	1%	-14%	-2%	6%	-22%	3%	-1%	-4%	0%
Cc1ccc(C2NC(=O)CCC2[N+](=O)[O-])cc1 (stereo not drawn)	-23%	19%	-1%	-2%	1%	0%	-14%	-1%	-2%	1%
COC(=O)c1c(C)[nH]c(C(=O)CN2C(=O)NC3(CCOc4ccccc43)C2=O)c1C (stereo not drawn)	·	·	-10%	1%	6%	-3%	·	-5%	-2%	-1%
COc1cc(CC(=O)N2CCN(C(=O)C3CCCO3)CC2)cc(OC)c1OC (stereo not drawn)	·	·	5%	2%	6%	-11%	·	·	·	·
Cc1cc(C)c2nc(N3CCN(C)CC3)c(C#N)cc2c1	-2%	-18%	-1%	4%	1%	15%	6%	3%	14%	?
CCOC(=O)Cc1ccc(NC(=O)c2cccc([N+](=O)[O-])c2)cc1	-10%	?	19%	6%	-16%	31%	?	18%	17%	?
COc1cc2c(cc1OC)C(c1cccc(Cl)c1)CC(=O)N2 (stereo not drawn)	-9%	2%	-18%	6%	-6%	-11%&-7%	8%	3%	-6%	0%&-14%
O=C(C1CCCN(S(=O)(=O)c2cccc3nonc23)C1)N1CCN(c2ccccc2Cl)CC1 (stereo not drawn)	-4%	36%	12%	-9%	-8%	-41%&-53%	?	-10%	1%	-1%&1%
O=C(CCCN1CCC(NC(=O)c2ccccc2)CC1)c1ccc(Cl)cc1	6%	-4%	-6%	-3%	8%	-18%	3%	1%	-2%	-1%
CC(C)(C)c1nnc2sc(SCC(=O)c3ccc4c(c3)OCCO4)nn2c1=O	-5%	16%	1%	?	0%	-12%	·	-1%	-6%	-6%

Some of these compounds in order of formula weight, smallest number first.
SMILES	Gal4-VP16 FLuc	RORg inh	p53 reactivation	ELG1 genotoxic	uPA surface inh	BRCA1 expr act	MBNL1-CUG inh	Rab9 promoter act	NPC1 promoter act	FLuc modulator
O=c1c2c3c(sc2nc2n1CCCCC2)C(O)CCC3 (stereo not drawn)	-6%	44%	8%	?	-4%	?	10%	2.8µM*	?	?
O=C1CC(c2ccccc2)CC(O)=C1C=Nc1cccc(Cl)c1 (stereo not drawn)	8%	27%	0%	1%	-6%	-4%	·	-6%	-6%	7.6µM*
CCOc1ccc(NC(=O)CSc2nnc(C3CC3)n2C)cc1	-1%	8%	-1%	-3%	3%	-10%	-3%	-5%	-1%	-11%

Additional records follow:
SMILES	Gal4-VP16 FLuc	RORg inh	p53 reactivation	ELG1 genotoxic	uPA surface inh	BRCA1 expr act	MBNL1-CUG inh	Rab9 promoter act	NPC1 promoter act	FLuc modulator
CCNC(=O)c1c(O)c2cccc3c2n(c1=O)CC3	2%	17%	?	?	9%	-20%	-1%	?	21%	?
COc1cc(C(=O)NCCOc2ccccc2)c(Br)c(OC)c1OC	-6%[0.365 µM]	-15%	-5%	-3%	3%	0%	-2%	-2%	-1%	3%
COc1ccc(/C=C/C(=O)Nc2cccc(S(=O)(=O)NC3=NCCCCC3)c2)cc1	-7%	-8%	4%	9%	?	7.9µM*	7%	27%	?	0.67µM*
C=C(C)CNc1cc(S(=O)(=O)N2CCOCC2)ccc1Oc1ccccc1	·	·	-8%	-1%	-7%	-22%	·	-10%	1%	-10%
CC(C)(C)c1ccc(S(=O)(=O)N2CCN(c3ncccn3)CC2)cc1	5%	2%	-3%	1%	-3%	0%	3%	1%	-2%	-1%
COc1ccc(-c2cc(C(F)(F)F)c(C#N)c(SCC(=O)Nc3ccccc3C#N)n2)cc1	-3%	-24%	-1%	8%	-11%	3%	5%	3%	-6%	1%
Cc1cc(Br)ccc1NC(=O)CN(C)C(=O)CSCc1ccccc1	·	·	3%	1%	3%	-21%	·	-1%	3%	-1%
COc1cc(OC)c(OC)cc1/C=N/NC(=O)CSc1ccccc1F	-4%	4%	-4%	2%	3%	2%	19%	-4%	2%	?
Cc1ccc(-c2cc(C(=O)NCCCn3ccnc3)no2)cc1	-12%	2%	-3%	13%	-12%	60%	-3%	23%	10%	?
COC(=O)c1sc(S(=O)(=O)NCCCN(C)C)c(C(=O)OC)c1C	-5%	10%	-6%	0%	0%	-13%	0%	-3%	0%	-2%
COc1ccccc1NC(=S)NCCN1CCOCC1	1%	4%	-1%	5%	17%	2%	-1%	1%	-3%	0%
Cc1ccc(NC(=O)C2=C(O)c3ccccc3N(C)S2(=O)=O)cc1	-5%	?	5%	0%	-3%	0%	1%	3%	0%	15µM*
CCCC(=O)NC(=S)Nc1cccc(Cl)c1N1CCCC1	7.1µM*	1.3µM*	16%	-9%	2%	0%	-6%	-7%	-5%	2%
COc1ccc2cc(C#N)c(Nc3cccc(F)c3)nc2c1	-1%	?	0%	2%	1%	-3%	3%	-1%	-3%	0%
COc1ccc(COC(=O)c2cc([N+](=O)[O-])ccc2N2CCOCC2)cc1F	·	·	3%	0%	-19%	-67%	·	-31%[inhibitor]	-18%	5%
Cc1n[nH]c(C)c1CNCc1c(C(=O)N2CCCCCCC2)nc2ccc(Cl)cn12	-8%	16%	-1%	1%	11%	0%	7%	-1%	-7%	0%
CCOC(=O)[C@H]1[C@H]2COc3ccc(Br)cc3[C@@H]2N2C(=O)CN(Cc3ccc(OC)cc3)C(=O)[C@@]12C	·	·	-3%	-7%	-4%	-25%	·	-8%	1%	0%
Cc1cc(=O)oc2ccc(OCc3ccccc3)cc12	1%	2%	?	4%	-3%	-25%	-6%	-9%	13%	-17%
O=C(O)c1cccc(Cn2c(Cl)c(/C=N/NC(=O)c3ccccc3)sc2=O)c1	-2%	-8%	-1%	2%	-2%	-8%	?	-11%	0%	-16%
Cc1cc(=O)[nH]c(Nc2ccc(Cl)cc2)n1	-9%	19%	23%	2%[9.26 µM]	1%	-1%	-13%	2%	-8%	1%
COc1ccc(NC(=O)CCOc2ccc(C)cc2)cc1S(=O)(=O)N1CCCCC1	·	·	8%	-10%	2%	-3%	·	-2%	-2%	-1%
